Compound activity deposited in PubChem by National Center for Advancing Translational Sciences (NCATS).
N370S GC mod = N370S glucocerebrosidase modulation, Gaucher chaperone candidate. P04062. N370S GC spleen homogenate, 4MU-glucoside fluorescence. Potency, µM (doses to about 59.4 µM), for inactives: at the highest dose activity change, negative = inhibition, hits mostly inhibitors. 0.092% of 330,000 active;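 further: 0% = full enzyme activity and -100% = no enzyme basal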
FEN1 inh = blocks human flap endonuclease 1 | Recombinant FEN1 flap cleavage, fluorescence, 15 min | Potency, µM (titrated, usually from 114 µM), for inactives: at the top dose activity change, negative = inhibition, hits mostly inhibitors | 0.35% of 390,000 active | AID 588795; further: nearly all actives have a fitted effect of over 65% in size
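Potency values derive from four-parameter Hill fits of normalized qHTS data. The reaction used 10 nM FEN1 preincubated 15 min at room temperature with compound, then 50 nM DNA substrate, read at 0 and 15 min.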
GCN5L2 inh = GCN5L2 (KAT2A) acetyltransferase inhibition | Q92830 | GCN5L2 HAT assay, ThioGlo1 CoA-SH fluorescence | Potency, µM (titrated, usually from 58.9 µM), without a hit: top-dose activity change, negative = inhibition, hits mostly inhibitors | 0.21% of 390,000 active
Target sequence (Q92830 whole entry, looked up): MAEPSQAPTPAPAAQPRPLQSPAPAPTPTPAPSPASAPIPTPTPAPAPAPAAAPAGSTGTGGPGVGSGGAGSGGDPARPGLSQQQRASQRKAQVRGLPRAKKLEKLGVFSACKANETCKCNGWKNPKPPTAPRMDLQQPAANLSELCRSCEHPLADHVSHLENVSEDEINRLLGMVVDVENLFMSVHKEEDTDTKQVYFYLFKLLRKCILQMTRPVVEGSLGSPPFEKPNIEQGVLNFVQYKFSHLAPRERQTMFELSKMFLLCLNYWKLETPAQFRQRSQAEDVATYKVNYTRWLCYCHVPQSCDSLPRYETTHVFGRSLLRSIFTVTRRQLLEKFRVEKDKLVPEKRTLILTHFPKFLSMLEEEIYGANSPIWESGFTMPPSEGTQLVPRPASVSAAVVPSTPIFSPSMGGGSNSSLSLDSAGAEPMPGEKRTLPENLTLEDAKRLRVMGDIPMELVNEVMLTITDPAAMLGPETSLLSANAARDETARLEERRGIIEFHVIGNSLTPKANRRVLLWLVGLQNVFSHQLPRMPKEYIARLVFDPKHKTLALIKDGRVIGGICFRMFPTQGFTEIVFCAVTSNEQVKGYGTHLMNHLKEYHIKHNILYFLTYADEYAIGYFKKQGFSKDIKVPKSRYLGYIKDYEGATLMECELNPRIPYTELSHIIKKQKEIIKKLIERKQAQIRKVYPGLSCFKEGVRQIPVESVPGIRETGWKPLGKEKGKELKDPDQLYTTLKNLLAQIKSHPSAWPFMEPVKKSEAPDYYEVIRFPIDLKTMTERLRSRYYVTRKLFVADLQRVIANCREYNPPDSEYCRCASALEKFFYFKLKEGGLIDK
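qHTS, 1536-well. 20nM enzyme, pH 7.5 HEPES/EDTA/Tween-20 buffer; 15 min compound preinc., RT. Start: 75uM H3(1-25), 70uM AcCoA, 50uM ThioGlo1. Read Ex340/Em540 at t=0 (autofluorescence flag) and t=20 min.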
Starred values were filed as active, the others as inactive; ? = inconclusive; · = no result given; & = joins results of further samples; [ ] = remark or other dose. The call rests on the fitted dose curve; in most records, active means well fitted curve in the direction sought with a large enough effect; inconclusive means small, poorly fitted or top-dose-only effect, or another doubt; inactive means no such curve, though single readings can be large; an effect the other way counts as inactive or inconclusive. Unless noted, on the % scale 0 is the no-effect control and ±100 the full control effect; potency means the concentration at half of the fitted maximal effect. An excerpt, so the mix of outcomes need not match the whole.

structure,N370S GC mod,FEN1 inh,GCN5L2 inh
O=C(COc1ccccc1)Nc1ccc2[nH]ncc2c1,-4%,-13%,-20%
O=C(c1ccc(S(=O)(=O)N2CCCC2)cc1)N1CCN(c2cccc(Cl)c2)CC1,-2%,11%,-3%
COc1ccccc1N1CCN(S(=O)(=O)c2ccc(F)c(C(=O)Nc3ccc(Cl)cc3C(F)(F)F)c2)CC1,·,7%,-17%
CCOC(=O)c1cnc2ccc(OCC)cc2c1N1CCN(C)CC1,-3%,5%,-10%
Cc1ccc(C(=O)COC(=O)[C@@H](NC(=O)c2ccco2)C(C)C)s1,·,1%,2%
O=C(COC(=O)c1ccc([N+](=O)[O-])s1)c1ccc[nH]1,·,-22%,-8%
CN(CC(=O)Nc1ccccc1Cl)C(=O)c1ccc(COc2ccccc2)cc1,-11%,-14%,?
O=C(O)CC1NC(=S)N(c2ccccc2)C1=O (stereo not given),4%,3%,-3%
CC1CCN(C(=S)c2cccc(O)c2)CC1,-2%,20%,3%
Cc1cccc(NC(=O)CCC(=O)N/N=C/c2ccc(O)cc2O)c1,-14%,-21%,?
Cc1ccccc1-c1nc(CS(=O)(=O)CC(=O)N2CCOCC2)c(C)o1,17%,13%,0%
COc1ccc(S(=O)(=O)N2CCCC2CNC(=O)C(=O)NCc2ccc(C)cc2)cc1 (stereo not given),2%,5%,0%
CCn1c(SCC(=O)NCCOC)nc2sc(C)c(C)c2c1=O,10%,·,-4%
COc1ccc(-c2noc(N3CCC(C(=O)Nc4cccc(OC)c4)CC3)n2)cc1,-5%,-17%,-6%
COc1cc(/C=C2/C(=N)N3N=C(CC(=O)N4CCOCC4)SC3=NC2=O)ccc1OCc1ccc(F)cc1,-9%,-6%,-31%
O=C(NCCc1ccccc1)c1cc(-c2ccc3c(c2)OCO3)on1,-18%,8%,1%
COc1ccc(-c2ccc3c(n2)sc2c(=O)[nH]c(=O)[nH]c23)cc1OC,7%,·,-23%
O=C(Nc1ccc(N2CCN(C(=O)c3cccs3)CC2)cc1)c1ccccc1F,-4%,0%,-3%
Clc1ccc(N2CCCCCC2)nn1,7%,-2%,3%
CC(C)CNC(=O)c1c2c(nc3ccccc13)-c1ccccc1CC2,10%,4%,-2%
Fc1cccc(Oc2nc3ccccc3n3cccc23)c1,7%,0%,2%
COc1ccc(NC(=O)CCNS(=O)(=O)c2cccc(C(C)=O)c2)cc1S(N)(=O)=O,-2%,-3%,-1%
Cc1c(Cl)cccc1NC(=S)N1CCN(c2ncccn2)CC1,1%,15%,3%
O=C(Nc1cc(C(F)(F)F)ccc1Cl)c1cc(C2CC2)on1,8%,-4%,3%
COc1ccc(C(=O)COC(=O)c2sc(C)nc2C)cc1Cl,·,-21%,-10%
CCCC(=O)Nc1nnc(-c2cccc(OCC)c2)s1,4%,0%,2%
O=C(Nc1ccc(N2CCOCC2)cc1)c1ccc([N+](=O)[O-])o1,0%,-1%,-2%
O=C(NCc1ccccc1F)c1cc(=O)[nH]c2ccccc12,6%,-10%,-8%
Cc1ccc(C(=O)N2CCN(c3cccc(C)c3C)CC2)o1,0%,-16%,-7%
O=C(NCC1CCCO1)c1cccc(S(=O)(=O)NCc2ccccc2)c1 (stereo not given),-7%,-3%,-1%
CCCn1c(NCc2ccccc2F)nc2ccccc21,·,-2%,-7%
CN(C)S(=O)(=O)c1ccccc1C#N,2%,-1%,1%
CN(Cc1ccccc1)C(=O)CSc1nc2ccccc2n1Cc1ccccc1F,·,11%,5%
COc1ccc(-c2cc(C3CCN(CC(O)C(F)(F)F)CC3)[nH]n2)cc1 (stereo not given),-11%,0%,17%
COc1ccc(CNC(=O)CCn2c(=O)c3cccn3c3ccc(F)cc32)cc1OC,·,25%,-9%
Cn1c(N)c(C(=O)COC(=O)COc2cc(Cl)c(Cl)cc2Cl)c(=O)n(C)c1=O,·,15%,2%
CN(C(=O)c1cccn(Cc2ccccc2)c1=O)c1ccccc1,-4%,7%,-5%
O=C(CSc1c2c(nc3cc(Cl)ccc13)CCCC2)NCc1ccccc1Cl,·,0%,-2%
c1ccc(C2=Nc3c(ccc4ccccc34)C(c3ccncc3)=NN2)cc1,-21%,-27%,-10%
O=C(CSC1=NNC(c2ccccn2)S1)Nc1cccc(Cl)c1 (stereo not given),6%,1%,4%
COC1(OC)N=C(N)C2(C#N)C(c3ccc4c(c3)OCO4)C12C#N (stereo not given),?,-3%,-3%
CCN1CCN(CCCN(Cc2cccs2)C(=S)Nc2ccccc2C)CC1,-1%,0%,-10%
Cc1ccc(-n2nc(-c3ccccc3)c3cnc4cc5c(cc4c32)OCO5)cc1C,·,5%,-2%
CCN1C(=O)c2cccc3c(NC(=O)C4CCCCC4)ccc1c23,-6%,12%,-4%
CS(=O)(=O)N1CCC(C(=O)N2CCN(c3ccc(F)cc3)CC2)CC1,-15%,3%,-3%
CC1CN(S(=O)(=O)c2cccc3nsnc23)CC(C)O1 (stereo not given),1%,1%,-6%
O=C(NCCCCc1ccccc1)C1CC(c2cccc(F)c2)=NO1 (stereo not given),-9%,-17%,-10%
CCCCOc1ccc(NC(=O)c2cnc(C)cn2)cc1,23%,-15%,-4%[0.501 µM]
CCCn1c(=O)c2ccccc2n2c(SCC(=O)Nc3cc(C)on3)nnc12,-6%,0%,-10%
Cc1ccc(NC(=O)c2cc3ccccc3o2)cc1,?,-3%,-21%

Limited to N370S GC mod and GCN5L2 inh, for some of the entries so far:
smiles | N370S GC mod | GCN5L2 inh
COc1ccc(-c2ccc3c(n2)sc2c(=O)[nH]c(=O)[nH]c23)cc1OC | 7% | -23%
O=C(Nc1ccc(N2CCN(C(=O)c3cccs3)CC2)cc1)c1ccccc1F | -4% | -3%
Clc1ccc(N2CCCCCC2)nn1 | 7% | 3%
CC(C)CNC(=O)c1c2c(nc3ccccc13)-c1ccccc1CC2 | 10% | -2%

Other records follow:
Screens in order: N370S GC mod | FEN1 inh | GCN5L2 inh
CSc1ccccc1NC(=O)COc1ccccc1Cl
→ ? | 3% | 0%
Nc1sc2c(c1C(=O)NC1CC1)CCCC2
→ · | -18% | -8%
O=C1C(=O)N(Cc2cccnc2)C(c2ccc(Br)cc2)/C1=C(\O)c1ccc2c(c1)OCCO2 (stereo not given)
→ -9% | -15% | -11%
Cc1nn(Cc2ccc(C(=O)N3CCCC3)o2)c(C)c1[N+](=O)[O-]
→ -7% | -3% | ?
CCOC(=O)c1[nH]c2ccccc2c1NC(=O)c1ccccc1OCC
→ · | -6% | -9%
Nc1ccc(C(=O)OCC(=O)Nc2ccc3c(c2)OCO3)cc1[N+](=O)[O-]
→ -1% | 1% | -3%
COc1cccc(CN(C)C(=O)c2ccccc2Sc2ccccc2C#N)c1OC
→ 0% | 14% | -3%
O=C(O)Cn1c(-c2ccccc2)nc2ccccc21
→ 4% | 8% | -3%
Cc1cccc(CSc2nc3cc(C(=O)NC4CCCC4)ccc3c(=O)n2Cc2ccccc2)c1
→ · | 15% | -9%
CCC(C)(C)NC(=O)CN(C(=O)CCC(=O)Nc1ccccn1)c1ccc(F)c(Cl)c1
→ -24% | 7% | -19%

Another view of three compounds above.
O=C1C(=O)N(Cc2cccnc2)C(c2ccc(Br)cc2)/C1=C(\O)c1ccc2c(c1)OCCO2 (stereo not given)
- N370S GC mod: -9%
- FEN1 inh: -15%
- GCN5L2 inh: -11%
Cc1nn(Cc2ccc(C(=O)N3CCCC3)o2)c(C)c1[N+](=O)[O-]
- N370S GC mod: -7%
- FEN1 inh: -3%
- GCN5L2 inh: ?
CCOC(=O)c1[nH]c2ccccc2c1NC(=O)c1ccccc1OCC
- N370S GC mod: ·
- FEN1 inh: -6%
- GCN5L2 inh: -9%

Other results follow.
Screens in order: N370S GC mod | FEN1 inh | GCN5L2 inh
O=C(Nc1ccc(Br)c(Cl)c1)c1ccc(C(=O)Nc2ccc(Br)c(Cl)c2)cc1
→ · | 17% | -13%
Cc1ncc(CO)c2c1Oc1nc(-c3ccccc3)nc(SCC(=O)Nc3cccc(C(F)(F)F)c3)c1C2
→ · | -2% | -16%
O=Cc1ccc(-c2ccc(C(=O)O)cc2)o1
→ 2% | 18% | -2%
CCOC(=O)c1[nH]c(C)c(CCC(=O)Nc2ccccc2OCC)c1C
→ · | -1% | -12%
Cn1c(=O)c2c(ncn2CC(=O)N2CCc3ccccc3C2)n(C)c1=O
→ 4% | 3% | -1%
Cc1ccccc1CCN1CCCC(CN(C)CC(C)(C)C)C1 (stereo not given)
→ 1% | 0% | -3%
COC(=O)c1ccc(NC(=S)NC2CCCCC2)cc1
→ -12% | 0% | -1%
COC(=O)CSc1nnc(-c2ccccn2)n1N
→ 1% | 7% | 2%
Cc1cc(Cl)nc(-c2ccccc2O)n1
→ -23% | -10% | -2%
FC(F)(F)c1cc(CCN2C(=S)NC[C@@H]2CC2CCCCC2)cc(C(F)(F)F)c1
→ 16% | ? | -23%
CN(C)S(=O)(=O)c1ccc(N2CCCC2)c(C(=O)N2CCC(C(N)=O)CC2)c1
→ 1% | 1% | -1%
O=C(NCC1OCCc2ccccc21)c1ccco1 (stereo not given)
→ 7% | 9% | -8%
COc1cc2c(cc1OC)C(c1ccccc1OC(C)C)CC(=O)N2 (stereo not given)
→ -3% | -20% | -7%
NS(=O)(=O)c1ccc(CCNC(=O)c2cccc(OC(F)F)c2)cc1
→ -3% | -6% | -2%
O=C(O)CC(NC(=O)COc1ccccc1)c1cccc([N+](=O)[O-])c1 (stereo not given)
→ 3% | 0% | -8%
CCOC(=O)c1sc(NC(=O)c2cc3nc(-c4ccc(Br)cc4)cc(C(F)(F)F)n3n2)c(C(=O)OCC)c1C
→ · | 13% | 5%
O=C(Nc1cccc(O)c1)C(=O)Nc1ccccn1
→ 1% | 9% | 38%
CC(=O)Nc1ccc(NC(=O)CCCSc2nc3ccccc3[nH]2)cc1
→ 6% | 6% | 25%
COc1ccc(-n2c(=O)c(CCC(=O)NCCc3ccccc3F)nc3ccccc32)cc1
→ · | 0% | -2%
CCN(CC)S(=O)(=O)c1ccc(C)c(NC(=O)CSc2nnnn2C)c1
→ · | -4% | -1%
Cn1c(Nc2ccc(Cl)cc2)cc(=O)n(C)c1=O
→ -2% | ? | -25%&-2%
Cc1ccccc1NC(=O)c1c(C)oc2ccc(O)c(CN3CCOCC3)c12
→ · | -11% | 2%
Cc1ccc(NC(=O)CCc2ccc(C)o2)cc1
→ 1% | -7% | -6%
COc1ccc(Cl)cc1NC(=O)C/C(C)=N/NC(=O)c1ccc(O)cc1
→ -16% | 2% | -14%
CCOC(=O)Cn1nc(-c2ccccc2)c2cnc3ccc(CC)cc3c21
→ 18% | 8% | -3%
COc1ccc(C2/C=C\CN(C(=O)c3ccccc3)CC(=O)N2Cc2ccc(F)cc2)cc1 (stereo not given)
→ -3%&4% | -7%&-21% | 2%
CCOC(=O)C1CCN(C(=O)/C=C/c2ccc(S(=O)(=O)N3CCOCC3)cc2)CC1
→ · | 8% | 0%
O=S(=O)(NNc1ccc(Cl)nn1)c1ccc(F)cc1
→ 7% | -9% | 2%
O=C(CSc1nc(-c2ccccc2)no1)N1CCN(c2ccc(F)cc2)CC1
→ · | 2% | 0%
O=C(c1ccco1)N1CCN(S(=O)(=O)c2ccc(C3CCCCC3)cc2)CC1
→ 2% | -13% | -3%
CC(C)N1CCN(Cc2cnc(-c3ccccc3)s2)CC1CCO (stereo not given)
→ -2% | -1% | 5%
Cc1nc2ccccc2c2oc(C(=O)N3CCC(N4CCCCC4)CC3)cc12
→ 2% | ? | 3%
CCN1CCN(C(=O)/C=C\C(=O)O)CC1
→ -5% | -1% | -4%
OCCC1CN(Cc2ccc3ncccc3c2)CCN1Cc1ccccc1 (stereo not given)
→ -16% | -4% | -5%
CCOC(=O)c1[nH]c(C)c(C(=O)/C=C/c2ccc(C(=O)O)cc2)c1C
→ 3% | 1% | -10%
CCCN1CCC(NCc2cn(C)nc2-c2ccc(Oc3ccccc3)cc2)CC1
→ -21% | 13% | -2%
CCN(CC)c1ccc(NC(=O)Cn2c(C(C)NC(=O)c3ccc(C)cc3)nc3ccccc32)cc1 (stereo not given)
→ -6% | 3% | 2%
CCc1ccc(NC(=O)C2CCCN2S(=O)(=O)c2ccc3nc(-c4ccccc4)[nH]c3c2)cc1 (stereo not given)
→ · | -8% | -25%
O=S(=O)(c1cccc(-c2nnco2)c1)N1CCCC1
→ -4% | -3% | 2%
CCCNS(=O)(=O)c1cc(Br)cc2c1N(C(=O)CC)CC2
→ -8% | -10% | -1%
